# GalR3 antag = GalR3 antagonists in HEK293 cells, primary screen, cell-based, fluorescence readout | inhibition, % at 3 µM | AID 651719, 2012 | 360,000 tested, 0.44% active | Galanin receptor type 3 (Homo sapiens), O60755 | HEK293 GalR3-CNG cAMP membrane potential fluorescence; galR3 body fused to GalR1 C-terminus;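 active = inhibition above the screen-wide average plus 3 SD, cut at about 13% in these data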;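 note: forskolin and galanin both at EC90 stimulate the cells; cAMP rise reported by CNG channel membrane potential dye signal; 0% = forskolin plus galanin with DMSO and 100% = forskolin alone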
# Target sequence (O60755 1-299 limits assumed): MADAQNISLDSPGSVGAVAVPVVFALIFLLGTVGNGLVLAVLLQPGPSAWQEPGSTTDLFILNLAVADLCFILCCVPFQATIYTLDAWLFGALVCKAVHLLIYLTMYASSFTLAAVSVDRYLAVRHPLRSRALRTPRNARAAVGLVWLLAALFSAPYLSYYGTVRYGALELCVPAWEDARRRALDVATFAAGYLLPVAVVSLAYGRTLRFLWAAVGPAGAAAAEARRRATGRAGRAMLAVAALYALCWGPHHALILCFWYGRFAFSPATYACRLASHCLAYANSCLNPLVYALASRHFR
# Active calls of the source: *. Some of the compounds tested; count on the stated rates, not on these rows.
GalR3 antag	Compound
-2	O=C(NCc1ccccc1)[C@@H]1CCCN1C(=O)[C@H]1CCCN1C(=O)C1CCCCC1
-4	CCCNC(=O)C1(C)CCCN(C(=O)c2cc(F)cc(F)c2)C1 (stereo not drawn)
-6	CCOC(=O)[C@]12CCC=C1N(Cc1cccc3ccccc13)C(=O)[C@H](CC(=O)NCc1ccccc1)C2
-5	O=C1NC[C@H](CC2CCCCC2)N(CCC23CC4CC(CC(C4)C2)C3)C1=O
-7	Cc1cc(N2CCNC[C@H]2C)ccc1N1C[C@@H](C)O[C@@H](C)C1
7	CCCCN(C)C(=O)c1ccc(Nc2nc(C(N)CCc3ccccc3)cs2)nc1 (stereo not drawn)
-8	Cc1ccc(CN2CCC2(C)C(=O)NC2CCc3ccccc32)cc1 (stereo not drawn)
-6	CC1=C(C(=O)N(C)C)CC(CC(=O)NCCc2ccccn2)C(=O)N1Cc1ccc(C(C)(C)C)cc1 (stereo not drawn)
1	O=C(Nc1cc(S(=O)(=O)N2CCCCC2)ccc1N1CCOCC1)c1ccc(F)cc1
-3	CC(C)C[C@H]1CNC(=S)N1C[C@H]1CCCN1C[C@H](Cc1ccccc1)N1C[C@H](CC(C)C)N(CCc2ccccc2)C1=S
3	CCCCNC(=O)C1(C)CCN1C(=O)c1ccc(F)cc1Cl (stereo not drawn)
-1	C[C@H](NC(=O)C[C@@H]1C[C@@H]2c3cc(NC(=O)C4CCC4)ccc3O[C@@H]2[C@@H](CO)O1)c1ccccc1
-5	C[C@@H]1CCCCO[C@H](CN(C)Cc2ccc(C(=O)O)cc2)[C@@H](C)CN([C@H](C)CO)C(=O)c2cc(NC(=O)CCC(F)(F)F)ccc2O1
-8	O=C(Nc1ccc(-c2ccco2)cc1)C1CCCN(Cc2ccco2)C1 (stereo not drawn)
-6	Cc1onc(-c2ccccc2)c1C(=O)OCC(=O)N1CCCCC1
-1	O=C(Cc1ccccc1[N+](=O)[O-])NCC(O)c1ccc2c(c1)OCO2 (stereo not drawn)
-7	COC(=O)[C@@]1(Cc2ccc(OC)cc2)[C@H]2c3cc(C(=O)N4CCCC4)n(Cc4ccc(OC(F)(F)F)cc4)c3C[C@H]2CN1C(=O)c1ccccc1
-7	CCCn1c(N)c(N(CCOC)C(=O)CSc2cc(C)c3ccccc3n2)c(=O)[nH]c1=O
-5	COc1ccccc1N1CCN(CC(=O)NC(=O)NCc2ccccc2)CC1
-1	COc1ccc(Cl)cc1Cn1c(C)c(C(=O)NCc2ccccc2C(F)(F)F)sc1=O
-6	O=C(C[C@@H]1C[C@@H]2c3cc(NC(=O)C4CCOCC4)ccc3O[C@@H]2[C@H](CO)O1)NCc1ccccn1
-1	Cc1cc(Oc2cccc3c2S(=O)(=O)N(C2CCCC2)CC(COCc2ccccc2)O3)cc(C)c1C (stereo not drawn)
-4	Cc1ccc(C(=O)OCC(=O)Nc2cccc(S(=O)(=O)N3CCCCC3)c2)s1
-6	Cc1ccccc1-c1n[nH]nc1C1=CC(=O)CC(C)(C)C1
3	Cc1onc(-c2ccccc2Cl)c1C(=O)NCc1nnnn1-c1ccc(F)c(F)c1
-7	CCC[C@H]1CN(c2ccccc2)C(=O)[C@@H]1CC(=O)Nc1ccccc1
4	CN[C@@H](CO)C(=O)NC[C@H]1O[C@@H](n2cnc3c(N)ncnc32)[C@H](O)[C@@H]1O
0	CC(O)(c1cccnc1)c1nc(-c2ccc3c(c2)OCO3)cs1 (stereo not drawn)
-8	COc1c2ccccc2nn1C(C)C
-6	Cc1ccc(-c2nc3ccc(Cl)cn3c2Cc2ccccc2)cc1
-7	N#Cc1ccc(OCC(=O)Nc2nc(-c3ccccn3)cs2)cc1
-6	CN(Cc1ccccc1)C(=O)c1csc([C@H]2C[C@H](O)[C@@H](CO)O2)n1
-6	C[C@@H]1CN([C@H](C)CO)C(=O)CCCn2cc(nn2)CO[C@H]1CN(C)S(=O)(=O)c1ccc(C#N)cc1
-2	COC(=O)[C@]12C[C@H](CC(=O)N3CCSCC3)C(=O)N(Cc3ccc4c(c3)OCO4)C1=C[C@H](COCc1ccccc1)O[C@@H]2C
-7	CC(C)(C)Cc1c(-c2ccc(F)cc2)nc2ccc(Br)cn12
-7	O=C(NCCCN1CCOCC1)c1cc(S(=O)(=O)N2CCCCC2)ccc1Cl
-8	CC(C)NC(=O)c1csc([C@@H]2O[C@H](CO)[C@H](O)[C@H](O)[C@H]2O)n1
0	CC12CCCC(CC(=O)O)(C1)NC(=O)C2 (stereo not drawn)
-3	CC(CCl)n1c(=O)c2ccccc2n1C(=O)c1ccccc1 (stereo not drawn)
-5	C=CC1(C)CN(Cc2ccco2)S(=O)(=O)c2c(F)cccc2O1 (stereo not drawn)
4	CC(=O)Nc1ccc(-c2ccnc3c2CC(C(=O)NCc2cccc(Cl)c2)O3)cc1 (stereo not drawn)
-3	COc1ccc2c(c1)C(O)C(CO)C(C(=O)O)C2 (stereo not drawn)
-7	COC(=O)[C@@]12C[C@@H](CC(=O)NCC34CC5CC(CC(C5)C3)C4)C(=O)N(CCc3ccc(OC)c(OC)c3)C1=CCC(C)(C)C2
-5	CC(C)C[C@@H](CNCC(=O)[C@H](Cc1c[nH]c2ccccc12)NC(=O)c1[nH]cnc1C(=O)N[C@@H](C)CN)NC(=O)c1nc[nH]c1C(=O)N[C@@H](C)C(=O)O
-7	COC(=O)[C@@]1(Cc2ccc(F)cc2)[C@H]2c3cc(C(=O)N4CCCC4)n(CCF)c3C[C@H]2CN1C(=O)c1ccccc1
-5	CC12CCC(C(=O)C1)C1(C)CCCC(=O)C21 (stereo not drawn)
-7	CCc1nc2c(OCC(=O)c3ccc(Cl)cc3Cl)cccn2c1N(C=O)Cc1ccc(OC)cc1
-4	Clc1ccc(CSc2ncnc3c2ncn3C2CCCCO2)cc1 (stereo not drawn)
-2	COc1ccc(C2CC(=O)c3c(O)cc(O)cc3O2)cc1O (stereo not drawn)
0	COc1ccc(CCNC(=O)Nc2ccc3c(c2)c(=O)n(C)n3Cc2ccc(F)cc2)cc1OC

# The list continues.
GalR3 antag	Compound
-5	CSc1ccc(CN2CCC2(C)C(=O)NC2CCc3ccccc32)cc1 (stereo not drawn)
-5	CC(=O)CCN1CCSCCS1(=O)=O
1	O=C(NCC1CCN(C(=O)C(=O)c2cc3ccccc3o2)CC1)c1cc(C(F)(F)F)cc(C(F)(F)F)c1
-7	Cc1ccc(S(=O)(=O)NC(=O)C2(C)CCN2C(=O)c2ccccc2CCc2ccccc2)nc1 (stereo not drawn)
-2	COc1ccc(S(=O)(=O)N(C)[C@H]2C[C@H]3c4cc(N5CCN(C)CC5)ccc4CCN3C(=O)[C@H]2[C@H](C)O)cc1
-4	COc1cc(C)ccc1S(=O)(=O)NC(=O)C1(C)CCN1C(=O)COc1ccc(Cl)cc1 (stereo not drawn)
-2	C[C@@H]1CN([C@H](C)CO)C(=O)CCCn2cc(nn2)CO[C@H]1CN(C)S(=O)(=O)c1ccccc1F
-5	C[C@H]1CN([C@@H](C)CO)C(=O)c2cc(-c3cccc(C#N)c3)cnc2O[C@H]1CN(C)C(=O)c1ccccn1
-7	O=C1CCC[C@@H]2Cc3nc4ccc(Cl)cc4cc3[C@@H]3CCN1[C@H]23
-3	CCC(O)(Cc1ccccn1)Cc1ccccn1
0	COc1cc(C(=O)NC2CC2)cc(OC)c1OC
-2	C/C(COc1ccccc1)=N\NC(=O)c1nnn(-c2nonc2N)c1CSc1ccc(C)cc1
0	O=C(CCNC(=O)c1ccc(Cl)cc1)NCC(c1ccco1)N1CCCC1 (stereo not drawn)
-3	Cn1c(N)c(C(=O)COC(=O)Cc2ccc(F)cc2)c(=O)n(C)c1=O
-1	CCOC(=O)C1CCCN(C(=O)c2cc(C)n(C(C)(C)C)n2)CC1 (stereo not drawn)
-7	CCOC(=O)C1=CN(Cc2ccco2)S(=O)(=O)NC1c1ccc(Br)cc1F (stereo not drawn)
-4	COc1ccccc1CNC(=O)COC(=O)c1cnc(C)cn1
-4	Cc1ccccc1CN(C)C[C@@H]1OCc2cnnn2CCCC(=O)N([C@H](C)CO)C[C@H]1C
-7	OC(c1ccc(Cl)c(Cl)c1)c1ncc(-c2ccccc2C(F)(F)F)[nH]1 (stereo not drawn)
-7	CC(C)CC(c1nc2ccccc2[nH]1)n1c(-c2ccccc2Br)nc2ccccc21 (stereo not drawn)
-5	CC1(C(=O)NS(=O)(=O)c2cccs2)CCN1C(=O)CC1CC1 (stereo not drawn)
-7	COC(=O)[C@]12CCCCC=C1N(Cc1ccccc1)C(=O)[C@H](CC(=O)NCc1cccc3ccccc13)C2
-8	COc1ccccc1-c1cc(NC=O)c2ncc(-c3ccc(F)cc3)n2c1
-11	COc1ccc(OCC(=O)Nc2ccc3c(c2)nc(CCN2CCN(c4ccccn4)CC2)n3C)cc1
-6	O=C(OCC1COC(c2ccccc2)(c2ccccc2)O1)c1ccccc1 (stereo not drawn)
-4	Cc1ccccc1-c1cnc(C(O)c2ccc(F)c(F)c2)[nH]1 (stereo not drawn)
-4	CCCCNC(=O)c1ccc2nc(CC)c(N(C)Cc3ccc(OC)cc3)n2c1
-2	O=[N+]([O-])c1ccccc1Nc1ccccc1[N+](=O)[O-]
-3	O=C(O)C1C2OC3C(OC(=O)C31)C2Br (stereo not drawn)
-2	CN1OC[C@@H]2CN(C(=O)c3ccc([N+](=O)[O-])cc3)[C@H](c3ccccc3Br)C[C@@H]21
3	CC1=C(C(=O)N(C(C)C)C(C)C)CC(CC(=O)NCCc2ccccn2)C(=O)N1Cc1ccc(F)cc1 (stereo not drawn)
-2	Cc1ccc(C(=O)COC(=O)c2cc(C)no2)c(C)c1
-7	COC(=O)C1OC1c1cc([N+](=O)[O-])ccc1OC (stereo not drawn)
-5	Cn1c(=O)c2cc(NC(=O)NCc3ccccc3)ccc2n1C/C=C/c1ccccc1
-7	COC(=O)c1cc(Cl)ccc1NCC(N)c1ccccc1 (stereo not drawn)
0	CNc1cncc(-c2ccc(O)cc2C)n1
-5	Cc1ccc(S(=O)C(c2ccccc2)c2ccccc2)cc1 (stereo not drawn)
-8	Cc1ccccc1-c1cnc(C(O)c2cccc(C)c2C)[nH]1 (stereo not drawn)
-7	CN1OC[C@@H]2CN(Cc3ccc(Cl)cc3)[C@H](c3ccc(-n4ccnc4)cc3)C[C@@H]21
-3	COC(=O)[C@]12C[C@H](CC(=O)N3CCSCC3)C(=O)N(Cc3ccc4c(c3)OCO4)C1=C[C@H](C(C)(C)C)O[C@@H]2C
2	COc1ccc(-c2cc(NC=O)c3ncc(-c4ccccc4)n3c2)cc1OC
-4	O=C(Nc1ccc(Oc2ccccc2)cc1)c1csc([C@@H]2C[C@H](O)[C@@H](CO)O2)n1
-6	CC(C)C(N)c1csc(NC(=O)Nc2ccccc2C(C)(C)C)n1 (stereo not drawn)
-3	O=C(Nc1cccc(Cl)c1Cl)c1csc([C@H]2C[C@H](O)[C@@H](CO)O2)n1
-5	CC(C)CNC(=O)C1(C)CCCCCN1Cc1ccccc1-c1ccccc1 (stereo not drawn)
-5	COc1ccc(C2CC(=O)Oc3ccc(OC)cc32)cc1 (stereo not drawn)
-2	Cc1csc(SCC(=O)N(C)C2CCS(=O)(=O)C2)n1 (stereo not drawn)
-7	Nc1[nH]c(C(=O)c2ccccc2)c(-c2ccc(Cl)cc2F)c1C(=O)NCCc1c[nH]c2ccccc12
-7	CCCc1nc2cc(C)c(Br)c(C)n2c1CC1CCCCC1
-5	CCN(CC)c1ccc(C(=C2C=CC(=[N+](CC)CC)C=C2)c2ccc(S(=O)(=O)O)cc2S(=O)(=O)[O-])cc1

# Continuation:
GalR3 antag	Compound
-7	COc1cccc(C(=O)N2[C@H](COCc3ccccc3)C=CS2(=O)=O)c1
-5	Oc1ccccc1C=NCCN1CCN(CCN=Cc2ccccc2O)C1c1ccccc1O (stereo not drawn)
-2	CCCCCCCCN1C(=O)[C@@H](CC(=O)N2CCSCC2)C[C@@]2(C(=O)OC)C1=C[C@H](C(C)(C)C)O[C@@H]2C
-1	CN(C)CCN(C)C1CN(Cc2ccccc2)S(=O)(=O)C1 (stereo not drawn)
-4	O=S1(=O)CSCS(=O)(=O)C1
-7	CCCCN1C(=O)C(=O)NC[C@@H]1Cc1ccc(O)cc1
3	CC(C)Cn1cc(-c2cccc3nccn23)cn1
-5	COc1ccc(OC)c(N(CCN2C(=O)c3ccccc3C2=O)C(=O)C2CCC(=O)C2C)c1 (stereo not drawn)
-6	CC(=O)Nc1ccc(C=CC=Cc2cccc([N+](=O)[O-])c2)cc1
-6	CCOC(=O)C1CCCN(C(=O)c2ccc(C)c(F)c2)CC1 (stereo not drawn)

# Sorted by heavy-atom count (largest number first): part of the list above
GalR3 antag	Compound
-5	CC(C)C[C@@H](CNCC(=O)[C@H](Cc1c[nH]c2ccccc12)NC(=O)c1[nH]cnc1C(=O)N[C@@H](C)CN)NC(=O)c1nc[nH]c1C(=O)N[C@@H](C)C(=O)O
-3	COC(=O)[C@]12C[C@H](CC(=O)N3CCSCC3)C(=O)N(Cc3ccc4c(c3)OCO4)C1=C[C@H](C(C)(C)C)O[C@@H]2C
1	O=C(NCC1CCN(C(=O)C(=O)c2cc3ccccc3o2)CC1)c1cc(C(F)(F)F)cc(C(F)(F)F)c1
-6	O=C(C[C@@H]1C[C@@H]2c3cc(NC(=O)C4CCOCC4)ccc3O[C@@H]2[C@H](CO)O1)NCc1ccccn1
-2	C[C@@H]1CN([C@H](C)CO)C(=O)CCCn2cc(nn2)CO[C@H]1CN(C)S(=O)(=O)c1ccccc1F
-4	COc1cc(C)ccc1S(=O)(=O)NC(=O)C1(C)CCN1C(=O)COc1ccc(Cl)cc1 (stereo not drawn)
-7	CC(C)CC(c1nc2ccccc2[nH]1)n1c(-c2ccccc2Br)nc2ccccc21 (stereo not drawn)
-8	O=C(Nc1ccc(-c2ccco2)cc1)C1CCCN(Cc2ccco2)C1 (stereo not drawn)
-1	O=C(Cc1ccccc1[N+](=O)[O-])NCC(O)c1ccc2c(c1)OCO2 (stereo not drawn)
-6	CC(C)C(N)c1csc(NC(=O)Nc2ccccc2C(C)(C)C)n1 (stereo not drawn)
-4	COc1ccccc1CNC(=O)COC(=O)c1cnc(C)cn1
-3	CC(CCl)n1c(=O)c2ccccc2n1C(=O)c1ccccc1 (stereo not drawn)
-2	Cc1ccc(C(=O)COC(=O)c2cc(C)no2)c(C)c1
-3	CCC(O)(Cc1ccccn1)Cc1ccccn1
-8	COc1c2ccccc2nn1C(C)C
